Compound activity from PubChem BioAssay.
RNase H inhibition: RNase H inhibition, HIV 1 Gag Pol polyprotein, FRET biochemical assay, screening (AID 372); HIV-1 RT RNase H, FRET RNA/DNA substrate fluorescence; higher % means a stronger effect; 0.77% of 100,000 active; inhibition, % at 10 µM, or IC50 in µM where a hit was titrated; in the data active = inhibition above about 50%
The depositor's hits bear a star; & = joins results of further samples. Some of the compounds tested; the hit share may differ from the screen's.

canonical_smiles | RNase H inhibition
COC(=O)C1=C(C)NC2=C(C(=O)CC(c3ccccc3)C2)C1c1ccc(OC(C)=O)c(OC)c1 (stereo not drawn) | 8.0%
Cc1cc(C)c(C(=O)c2ccc(C(=O)Nc3cc(C)c(O)c(C)c3)cc2)c(C)c1 | 13.0%
Cc1ccc(-c2cc(C(F)(F)F)n3ncc(C(N)=O)c3n2)cc1 | 19.0%
O=C1CN(C(=O)c2cccc(Cl)c2)C(c2ccccc2Cl)c2cc(Br)ccc2N1 (stereo not drawn) | 13.0%
CC(C)C(NS(=O)(=O)c1ccccc1[N+](=O)[O-])C(=O)NC(C)(C)C (stereo not drawn) | 0.0%
CC(C)N1CC(C)C(O)(c2ccccc2)CC1C (stereo not drawn) | 0.0%
CCCC(C)NC(=O)c1ccc(F)cc1 (stereo not drawn) | 7.0%
CCCOC(=O)c1ccc(NS(=O)(=O)c2c(C)cc(C)cc2C)cc1 | 11.0%
Cc1ccc(OCCOCCN2CCOCC2)cc1 | 1.0%
OCCn1c(C(F)(F)F)nc2ccccc21 | 11.0%
COC(=O)C1=C(C)N(c2cc(C)cc(C)c2)/C(=C/c2ccco2)C1=O | 5.0%
CCOC(=O)C(CCCCCOc1cccc(OC)c1)C(=O)OCC | 17.0%
O=[N+]([O-])c1ccc2nccc(Cl)c2c1 | 1.0%
Nn1cnn2c(SCC(=O)Nc3ccc(S(N)(=O)=O)cc3)nnc12 | 0.0%
O=C(COc1ccc([N+](=O)[O-])cc1)NNC(=O)C1CCCCC1C(=O)O (stereo not drawn) | 11.0%
CCCOc1ccc2ccc(=O)oc2c1 | 0.0%
CCOc1cccc(CNc2cccc(F)c2)c1O | 2.0%
C1=C(c2ccccc2)Oc2ccccc2/C1=C/C(=Nc1ccccc1)c1ccccc1 | 42.0%
Cc1ccc(S(=O)(=O)N(C)CCCC(=O)Nc2nccs2)cc1 | 30.0%
Cc1nn(C(=O)c2ccc([N+](=O)[O-])cc2)c(C)c1Sc1ccc([N+](=O)[O-])cc1 | 13.0%
COc1cc(C(=O)N(NC(=O)C(O)(c2ccc(Cl)cc2)c2ccc(Cl)cc2)c2ccccc2)cc(OC)c1OC | 15.0%
Cc1nc2ccccc2n1C(=O)c1cc(Cl)ccc1Cl | 0.0%
CN(Cc1ccccc1)C(=O)c1ccc([N+](=O)[O-])cc1 | 0.0%
O=C1C(=O)N(c2cccc([N+](=O)[O-])c2)C(c2ccc(Br)cc2)/C1=C(/O)c1ccccc1 (stereo not drawn) | 0.0%
CCOC(=O)c1c(NC(=O)c2ccc(OC)cc2)sc(C)c1C | 12.0%
FC(F)C(F)(F)c1cc(-c2ccccc2)n[nH]1 | 15.0%
CCn1cc(C(=O)O)c(=O)c2cc(F)c(N/N=C/c3ccccc3[N+](=O)[O-])cc21 | 32.0%
CCOc1c(Cl)cc(C=C2C(=O)N(C)C(=S)N(C)C2=O)cc1OC | 3.0%
CCOC(=O)NC(Nc1ccc(S(=O)(=O)Nc2nc(C)cc(C)n2)cc1)(C(F)(F)F)C(F)(F)F | 8.0%
Cc1c(Nc2nc(-c3ccccc3)c(NC(=O)c3ccccc3)s2)c(=O)n(-c2ccccc2)n1C | 15.0%
COc1ccccc1C(=O)Nc1ccc(NC(=O)c2ccccc2)cc1 | 0.0%
COc1cccc(C(=O)Nc2ccc(I)cc2Cl)c1 | 5.0%
CCN1C(=O)c2cccc3c(NC(=O)c4ccc(S(=O)(=O)N5CCOCC5)cc4)ccc1c23 | 4.0%
COc1ccc(N=Cc2ccc(CNS(=O)(=O)c3ccc(Cl)cc3)o2)cc1 | 5.0%
Cc1cc(Br)ccc1NC(=O)c1ccc(Br)cc1 | 0.0%
COc1ccc(/C=C2\SC(=O)N(c3cccc(O)c3)C2=O)cc1 | 12.0%
COc1ccccc1-c1c(C(F)(F)F)oc2c(CN3CCOCC3)c(O)ccc2c1=O | 0.0%
COc1ccc(NC(=O)C(=O)N/N=C/c2ccc([N+](=O)[O-])cc2)cc1 | 4.0%
COc1ccc(CCNC2CC(=O)N(c3ccc(F)cc3)C2=O)cc1OC (stereo not drawn) | 13.0%
Cc1ccc(Nc2nc(-c3ccccc3)cs2)cc1 | 17.0%
O=C(Cn1c2ccccc2c(=O)c2ccccc21)N/N=C/c1cc([N+](=O)[O-])ccc1N1CCCCCC1 | 42.0%
CCOc1ccc2c(c1)C(C)=CC(C)(C)N2C(=O)CN1C(=O)c2ccccc2C1=O | 14.0%
O=[N+]([O-])c1cc(-n2ncnc2-c2cccc(Br)c2)ccc1Cl | 18.0%
COc1cc(C(=O)NC(NC(=S)Nc2ccc(Br)cc2)C(Cl)(Cl)Cl)cc(OC)c1OC (stereo not drawn) | 26.0%
CSc1cccc(NC(=O)CSc2nc3ccccc3s2)c1 | 3.0%
O=C(Nc1ccc(Br)c(Cl)c1)c1ccco1 | 0.0%
O=C1c2ccccc2C(=O)N1CC(=O)n1c2c(c3ccccc31)CCCC2 | 15.0%
N#Cc1ccccc1NC(=O)C(Cc1ccc([N+](=O)[O-])cc1)N1C(=O)c2ccccc2C1=O (stereo not drawn) | 6.0%
N/C(=N\OC(=O)Cc1ccc(-c2ccccc2)cc1)c1ccccc1 | 15.0%
Cc1cc(C)c(C(=O)/C(=C/c2ccc(Br)cc2)c2ccccc2)c(=O)[nH]1 | 13.0%
Brc1ccc(OCCCN2CCCC2)cc1 | 4.0%
COC(=O)COc1ccc(/C=N/NC(=O)CSc2nc(C)cc(C)n2)cc1 | 8.0%
COc1ccc(C2/C(=C(/O)c3ccccc3)C(=O)C(=O)N2c2nc3ccccc3s2)cc1 (stereo not drawn) | 11.0%
COc1ccc(NC(=O)c2cccc(C)c2)c(OC)c1 | 6.0%
COc1ccc(Cl)cc1C(=O)N(Cc1ccccc1)C(C)C | 0.0%
CCN1CCN(C(=O)c2cc([N+](=O)[O-])cc([N+](=O)[O-])c2)CC1 | 0.0%

(more compounds)
canonical_smiles | RNase H inhibition
C=C(C)CSc1nc2sc3c(c2c(=O)n1Cc1ccccc1)CCC3 | 8.0%
Cc1c(C)c2ccc(OCC(=O)N(C)C)c(C)c2oc1=O | 0.0%
COC(=O)c1cc(-c2ccc(/C=C3/SC(=S)NC3=O)o2)ccc1Cl | 18.0%
Oc1ccc(/C=N/Nc2nc(N3CCOCC3)nc(N3CCOCC3)n2)c(O)c1 | 34.0%
CN(C)c1ccc(/C=C/C(=O)c2ccc3ccccc3c2)cc1 | 22.0%
O=C(Nc1cccc(NC(=O)c2ccccc2Cl)c1)c1ccc(Cl)c([N+](=O)[O-])c1 | 14.0%
COc1cccc(OCCCCCN2CCCC2)c1 | 5.0%
O=C(Nc1c(-c2ccccc2)nc2ccc(Cl)cn12)c1cccs1 | 7.0%
CC1CN(Cc2ccccn2)CCC1=O (stereo not drawn) | 10.0%&6.0%
CC1=C(C#N)C(c2cccnc2)C2=C(CC(c3ccc(Cl)cc3)CC2=O)N1 (stereo not drawn) | 0.0%
O=C(c1ccco1)N(O)c1ccccc1 | 5.0%
Cc1cccc(-n2c(C)cc(/C=C(\C#N)C(=O)Nc3ccc(F)cc3)c2C)c1 | 7.0%
COc1ccc(/C=N\Nc2nc(NCc3ccco3)nc(Nc3ccc(OC)cc3)n2)cc1 | 22.0%
CCOc1ccccc1C1C(C#N)=C(N)Oc2cc(C)oc(=O)c21 (stereo not drawn) | 4.0%
COc1ccc(NC2=Nc3ccccc3CC2)cc1 | 0.0%
O=C(/C=C/c1cccs1)c1c(-c2ccccc2)c2cc(Cl)ccc2[nH]c1=O | 32.0%
O=C1O/C(=C\c2ccc(Br)c3ccccc23)c2ccccc21 | 5.0%
CC(=O)C1=C(C)NC(c2ccccc2)NC1c1ccccc1 (stereo not drawn) | 0.0%
O=C(c1ccccc1)c1cc2c(cc1Br)OCCO2 | 13.0%
O=C(CCC(=O)Nc1ccc(Nc2ccccc2)cc1)Nc1ccc(Nc2ccccc2)cc1 | 15.0%
O=C1/C(=C\c2ccc(-c3ccc([N+](=O)[O-])cc3Br)o2)Sc2ccccc21 | 15.0%
CCc1ccccc1NC(=O)c1ccc([N+](=O)[O-])o1 | 3.0%
CCOC(=O)c1c(NC(=O)c2c(Cl)cccc2Cl)sc2c1CCCC2 | 25.0%
Cc1cc(NS(=O)(=O)c2ccc(Nc3nc(-c4ccc(Cl)cc4)cs3)cc2)no1 | 7.0%
CCOc1ccc(C(=O)NC(=S)Nc2cccc(OC)c2)cc1Br | 21.0%
CCCN1C(=O)C(=Cc2nc3ccccc3c(=O)n2-c2ccc(OC)cc2)c2ccccc21 | 0.0%
O=C(COc1ccc(Br)cc1)Nc1ccc2oc(-c3cccc(F)c3)nc2c1 | 3.0%
COc1ccc(CN2CCN(C3CCCCCC3)CC2)c(OC)c1OC | 5.0%
Cc1cc([N+](=O)[O-])ccc1-c1ccc(C(=O)Nc2ccccc2O)o1 | 3.0%
O=C1O/C(=C\c2ccc(F)cc2)c2ccccc21 | 3.0%
COc1cc(Br)cc(/C=C/c2ccc3cccc(OC(C)=O)c3n2)c1OC(C)=O | 9.0%
O=C(/C=C/c1cccc([N+](=O)[O-])c1)N1CCN(Cc2ccccc2)CC1 | 0.0%
O=C(O)c1cc2ccccc2cc1NS(=O)(=O)c1cc(Cl)ccc1Cl | 4.0%
Cc1ccc(N=Cc2cccc(O)c2O)cc1F | 4.0%
CCC(=O)c1ccc(N2CCN(C(=O)c3ccc(Br)cc3)CC2)c(F)c1 | 0.0%
CC(Sc1ccc(Cl)cc1)C(=O)N/N=C/c1ccccc1O (stereo not drawn) | 8.0%
C[n+]1cc(-c2ccc3ccccc3n2)cc2ccccc21 | 0.0%
O=C1c2ccccc2C(=O)N1c1ccc(S(=O)(=O)N2CCOCC2)c2ccccc12 | 1.0%
COc1ccc(NC2CC(=O)N(c3ccccc3F)C2=O)cc1 (stereo not drawn) | 17.0%
Cc1ccc(N/C(=N\S(=O)(=O)c2ccccc2)Nc2nc(C)cc(C)n2)cc1 | 17.0%
Cc1nc(=S)c2cnn(-c3ccccc3)c2[nH]1 | 5.0%
CCN(CC)CCSc1nc2sc3c(c2c(=O)n1-c1ccc(OC)cc1)CCCC3 | 17.0%
CCCCc1ccc(N=N/C(C(=O)Nc2ccc(C(N)=O)cc2)=C(\C)O)cc1 | 15.0%
O=[N+]([O-])c1cccc(Cl)c1N1CCN(S(=O)(=O)Cc2ccccc2)CC1 | 0.0%
O=C1NC(=O)C(Nc2ccc(Cl)cc2)S1 (stereo not drawn) | 1.0%
COc1ccc(C2CC(c3ccc(Cl)cc3)=NN2c2ccccc2F)cc1 (stereo not drawn) | 0.0%
CCOc1ccc(/C=C2\C(=O)NC(=O)N(c3ccccc3F)C2=O)cc1Cl | 0.0%
O=C(NCCNc1ccc([N+](=O)[O-])cc1)c1ccccc1Cl | 0.0%
O=c1oc2ccccc2c2c1ncn2-c1ccccc1 | 4.0%
c1ccc(-c2cc(N3CCCCC3)nc3ccccc23)cc1 | 16.0%
COCCNC(=O)/C(C#N)=C/c1ccc(-c2ccc(OC)cc2[N+](=O)[O-])o1 | 10.0%
Cc1ccc(OCCOCCOc2ccc(/C=c3\sc4nc5ccccc5n4c3=O)cc2)cc1 | 10.0%
O=C1C(=O)N(c2ccc(Br)cc2)C(c2ccc([N+](=O)[O-])cc2)/C1=C(/O)c1ccccc1 (stereo not drawn) | 8.0%
COc1cc(C(=S)N2CCOCC2)cc(OC)c1OC(=O)c1ccc(C)cc1 | 16.0%
CCCCCOC(=O)Nc1ccc(S(=O)(=O)Nn2cnnc2)cc1 | 2.0%
Cc1cccc(NC(c2ccc(F)cc2)c2ccc3ccc(C)nc3c2O)n1 (stereo not drawn) | 24.0%

3 compounds drawn at random from the list so far, as already listed:
canonical_smiles | RNase H inhibition
Cc1ccc(OCCOCCOc2ccc(/C=c3\sc4nc5ccccc5n4c3=O)cc2)cc1 | 10.0%
Cc1cccc(NC(c2ccc(F)cc2)c2ccc3ccc(C)nc3c2O)n1 (stereo not drawn) | 24.0%
c1ccc(-c2cc(N3CCCCC3)nc3ccccc23)cc1 | 16.0%

Laid out differently: entries from further up
COc1cc(C(=O)NC(NC(=S)Nc2ccc(Br)cc2)C(Cl)(Cl)Cl)cc(OC)c1OC (stereo not drawn)
  RNase H inhibition: 26.0%
CSc1cccc(NC(=O)CSc2nc3ccccc3s2)c1
  RNase H inhibition: 3.0%
O=C(Nc1ccc(Br)c(Cl)c1)c1ccco1
  RNase H inhibition: 0.0%
O=C1c2ccccc2C(=O)N1CC(=O)n1c2c(c3ccccc31)CCCC2
  RNase H inhibition: 15.0%

The list goes on.
canonical_smiles | RNase H inhibition
Cc1ccc(C(=O)O)cc1S(=O)(=O)N1CCOCC1 | 4.0%
CCOc1cccc(C(=O)Nc2ccc3oc(Cc4ccc(Cl)cc4)nc3c2)c1 | 12.0%
COc1ccc(-n2sc3c(c2=S)-c2ccc(OC)cc2NC3(C)C)cc1 | 15.0%
CCOc1cc(C(=S)N2CCOCC2)ccc1O | 0.0%
COC(=O)c1ccc(/C=C2\SC(=Nc3cccc(Cl)c3C)NC2=O)cc1 | 5.0%
O=C(CCCCCN1C(=O)c2cccc3cccc(c23)C1=O)NCCCO | 0.0%
N#Cc1ccc(C=Nc2ccccc2-c2ccccc2N=Cc2ccc(C#N)cc2)cc1 | 19.0%
COc1ccccc1NC(=O)CSc1nc(O)cc(=O)n1-c1ccccc1 | 7.0%
CCC(=O)N1N=C2c3ccc(OC)cc3CCC2C1c1ccccc1 (stereo not drawn) | 3.0%
CC(=O)c1ccc(N2CCN(Cc3coc4ccc(Cl)cc4c3=O)CC2)cc1 | 10.0%
Cn1cnnc1SCc1ccccc1 | 0.0%
COc1ccc(-c2cc(-c3cccnc3)nc3ccc4ccccc4c23)cc1 | 21.0%
CCc1ccccc1N1C(=O)NC(=O)/C(=C\c2ccc(I)o2)C1=O | 4.0%
Clc1ccc(Cn2c(C=NCc3ccccc3)nc3ccccc32)cc1 | 9.0%
O=C(Nc1cccc(-c2nc3ccccc3o2)c1)c1cc([N+](=O)[O-])ccc1Cl | 2.0%
